High-throughput results (PubChem)
DT40 TDP1 no CPT: qHTS for Inhibitors of human tyrosyl-DNA phosphodiesterase 1 (TDP1): qHTS in cells in absence of CPT | DT40 Tdp1-/- hTDP1 cells, no CPT, ATP luminescence, 48 h | 420,000 tested, 15% active | Potency, µM (doses to about 46.2 µM), for inactives: at the highest dose activity change, negative = growth inhibition, usual class: inhibitors; further: nearly all actives have a fitted effect of over 55% in size
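Luminescent ATP content (CellTiter-Glo) served as the growth readout. Knockout chicken DT40 cells expressing human TDP1 were exposed to compounds without camptothecin for a minimum 48 hr at 37 °C.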
KAT2A inh: inhibitors of human GCN5L2 histone acetyltransferase; GCN5L2 HAT assay, ThioGlo1 CoA-SH fluorescence; Potency, µM (doses to about 58.9 µM), for inactives: at the highest dose activity change, negative = inhibition, actives largely listed as inhibitors; 390,000 tested, 0.21% active
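GCN5L2 (20 nM) in 50mM HEPES pH 7.5, 0.1mM EDTA, 0.01% Tween-20 preincubated 15 min with compounds at room temperature. Reaction started with H3(1-25) 75uM, acetyl-CoA 70uM, ThioGlo1 50uM; CoA-thiol fluorescence (Ex340/Em540) read at 0 and 20 min.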
TDP1 block: inhibitors of human tyrosyl-DNA phosphodiesterase TDP1; Q9NUW8; Potency, µM (top dose mostly 130 µM), inactives show at the top dose activity change, negative = inhibition, usual class: inhibitors; 350,000 tested, 0.28% active; recombinant TDP1, AlphaScreen DNA substrate cleavage; further: nearly all actives have a fitted effect of over 40% in size
Target sequence (Q9NUW8 whole entry, looked up): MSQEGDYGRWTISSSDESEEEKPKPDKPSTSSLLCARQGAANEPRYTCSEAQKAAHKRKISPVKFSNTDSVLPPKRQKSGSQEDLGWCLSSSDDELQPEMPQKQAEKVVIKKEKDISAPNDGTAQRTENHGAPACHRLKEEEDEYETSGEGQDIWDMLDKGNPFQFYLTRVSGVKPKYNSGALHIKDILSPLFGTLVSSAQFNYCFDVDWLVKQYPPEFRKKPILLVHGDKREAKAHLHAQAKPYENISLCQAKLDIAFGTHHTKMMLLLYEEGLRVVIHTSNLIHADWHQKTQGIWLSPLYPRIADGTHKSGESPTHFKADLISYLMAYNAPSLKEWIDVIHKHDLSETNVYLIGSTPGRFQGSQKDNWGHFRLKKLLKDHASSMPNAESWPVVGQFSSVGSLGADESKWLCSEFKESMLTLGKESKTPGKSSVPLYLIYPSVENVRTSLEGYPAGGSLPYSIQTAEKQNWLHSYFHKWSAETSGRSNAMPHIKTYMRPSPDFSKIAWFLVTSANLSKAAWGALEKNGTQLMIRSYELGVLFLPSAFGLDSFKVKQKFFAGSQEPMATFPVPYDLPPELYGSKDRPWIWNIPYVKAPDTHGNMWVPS
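Recombinant human Tdp1 (E. coli-expressed, 1 nM final) preincubated with compounds 15 min at room temperature, then 5'-biotin/3'-phosphotyrosine-FITC DNA substrate (15 nM final) added for 5 min. AlphaScreen beads (10 ug/ml final) added 10 min; cleavage lowers signal.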
* = called active by the depositor; ? = inconclusive; nt = not tested or not shown; & = joins results of further samples; [ ] = another dose, or the depositor's remark. The call rests on the fitted dose curve; in most records, active means well fitted curve in the direction sought with a large enough effect; inconclusive means small, poorly fitted or top-dose-only effect, or another doubt; inactive means no such curve, though single readings can be large; an effect the other way counts as inactive or inconclusive. On the % scale 0 is the no-effect control and ±100 the full control effect; potency means the concentration at half of the fitted maximal effect. The list is partial; count on the stated rates, not on these rows.

The line under a structure holds: DT40 TDP1 no CPT | KAT2A inh | TDP1 block
(1) O=C(COc1ccc(F)cc1)NCc1ccc2c(c1)CCN2C(=O)c1ccc(F)cc1
 : -23% | -20% | -1%
(2) COc1ccc(CNS(=O)(=O)c2ccc3c(c2)CCN3C(=O)C2CCC2)cc1
 : ? | -6% | 0%
(3) CCC(C)(C)NC(=O)c1cc([N+](=O)[O-])ccc1N1CCOCC1
 : -24% | -3% | 3%
(4) O=C(NC1=NC2CCCCC2N1)c1ccccc1 (centres undefined)
 : ? | -15% | 0%
(5) O=C(COC(=O)c1ccccc1Br)NC1CCCCCCC1
 : ? | -4% | -9%
(6) Cc1cc(/C([O-])=C(/C(=S)Nc2ccccc2)[n+]2ccccc2)c(C)n1-c1ccccc1
 : ? | 0% | 5%
(7) O=C1CCC(c2ccc(-n3ccnc3)cc2)=NN1
 : -3%&-25% | -3%&0% | -9%[56.1 µM]
(8) COc1ccc(S(=O)(=O)N2CCC(C(=O)NCCc3ccccc3)CC2)cc1OC
 : -17% | 4% | 2%
(9) O=C(NC1CCCCCC1)c1ccc(CS(=O)(=O)Cc2ccc(F)cc2)o1
 : -18% | -6% | 4%
(10) CSCCC(NC(=O)COc1ccccc1)C(=O)NCC1COc2ccccc2O1 (centres undefined)
 : -28% | -3% | 3%
(11) O=C(NCC(=O)N1CCCCCC1)c1ccc(Cl)cc1
 : ? | -11% | 3%
(12) CCc1ccc(C(C)(O)C(CN2CCOCC2)c2ccccc2)cc1 (centres undefined)
 : 21µM* | ? | nt
(13) CCCCc1nc(C(N)=O)c2[nH]c(=O)n(-c3ccccc3F)c2n1
 : -2% | -7% | 2%
(14) CC(=O)Nc1ccc(NC(=O)C(C)OC(=O)CN(C)S(=O)(=O)c2ccc(Cl)cc2)cc1 (centres undefined)
 : -14% | 0% | nt
(15) COc1ccc(C(=O)C2CCCN(C(=O)c3cnsn3)C2)c(C)c1 (centres undefined)
 : ? | -4% | 0%
(16) CN(C)C=Nc1ccccc1C1C=NNC1=O (centres undefined)
 : nt | 2% | 4%
(17) COc1ccc(NC(=O)NC(C)c2c(-n3cccc3)sc3c2CCN(C)C3)c(OC)c1 (centres undefined)
 : 23µM* | -1% | 6%
(18) O=C(OCC(=O)N1CCN(c2ccccc2)CC1)c1cc(Br)ccc1Cl
 : 11% | -9% | 1%[56.1 µM]
(19) C[C@@]12CCC3[C@@](CCC4[C@@]3(C)CCC[C@@]4(C)C(=O)Nc3ccc(Cl)cc3)(CC1=O)C2 (some centres undefined)
 : ? | -30% | -1%
(20) CCOC(=O)c1[nH]ncc1CN1CCCC(C(=O)c2cc(Cl)ccc2OC)C1 (centres undefined)
 : 1% | 1% | 3%
(21) COc1cc(/C=N/NC(N)=O)cc(Br)c1OCc1ccccc1C
 : -10% | 3% | 4%
(22) Cc1cc(NC(=O)CSc2nc3ccc(Cl)cc3[nH]2)no1
 : -8% | -5% | 5%
(23) COc1ccc(N=C2SC(CC(=O)Nc3ccccc3OC)C(=O)N2Cc2ccco2)cc1 (centres undefined)
 : ? | -17% | -6%
(24) CCc1ccccc1NC(=O)c1cnn(-c2ccc(F)cc2)c1C1CCNCC1
 : -18% | 14% | 4%
(25) CCCc1nc(SCC(=O)Nc2ccccc2)c2c(=O)n(C)c(=O)n(C)c2n1
 : ? | -7% | -12%
(26) CCOC(CCNC(=O)c1cc2c(=O)[nH]c3ccccc3c2s1)OCC
 : ? | 5% | nt
(27) COc1ccc(S(=O)(=O)N(C)C)cc1NC(=O)CCNC(=O)c1ccccc1OC
 : -26% | 4% | nt
(28) COc1cccc(/C=C/C(=O)NNC(=O)c2ccncc2)c1
 : 10% | -1% | 1%
(29) Cc1ccc2[nH]c(=O)c(NC(N)=S)nc2c1
 : -8% | -2% | 6%
(30) Cc1cc(C)cc(OCc2nnc(N)s2)c1
 : -3% | ? | nt
(31) CC(=O)Nc1ccc2c(c1)nc(CCN1CCN(c3ccccn3)CC1)n2C
 : -2% | -4% | nt
(32) O=C(CN1CCN(CC(=O)Nc2ccc(F)cc2)CC1)NCC1(N2CCOCC2)CCCCC1
 : -1% | -1% | 1%[56.1 µM]
(33) O=c1nccc(N/N=C/c2cccc(O)c2)[nH]1
 : -1% | -2% | nt
(34) CC(=O)Nc1ccc(OC(=O)c2cc3ccccc3oc2=O)cc1
 : 0% | -1% | -1%
(35) COc1cc(NC(=O)c2cc(Cl)nnc2Cl)cc(OC)c1OC
 : ? | -14% | 0%
(36) CCC(CO)Oc1cc(NCc2cc(C)cc(C)c2)c2ncn(C(C)C)c2c1 (centres undefined)
 : ? | -9% | 9%
(37) Cc1ccc(Nc2nc(N)nc(CN3CCN(Cc4ccc5c(c4)OCO5)CC3)n2)cc1C
 : 18µM* | -4% | 8%
(38) Cc1cc(Nc2ccccc2C)c2cccc(C)c2n1
 : ? | -1% | 0%[12.3 µM]
(39) C=CCSc1nnc(NC(=O)CSc2nc3ccccc3o2)s1
 : ? | 1% | 3%
(40) CCN=C(NCC)SC1CC(=O)N(c2ccccc2)C1=O (centres undefined)
 : -1% | 0% | -2%
(41) O=C(O)c1ccc2c(ccc3nn(-c4ccc(/C=C/c5ccc(-n6nc7ccc8cc(C(=O)O)ccc8c7n6)cc5[S+](=O)([O-])[O-])c([S+](=O)([O-])[O-])c4)nc32)c1
 : 0% | nt | 2.5µM*
(42) COc1ccccc1-c1n[nH]c(=S)n1N
 : 15% | -1% | 5%
(43) Cc1cc(C)nc(/N=C(/NC(=O)Nc2ccc(Cl)c(Cl)c2)Nc2ccccc2)n1
 : nt | 3% | -4%
(44) CNS(=O)(=O)c1cccc(C(=O)OCC(=O)Nc2ccccc2OC(F)F)c1
 : -3% | -4% | -4%
(45) CCN(CC(=O)Nc1cccc(OC)c1)C(=O)c1ccco1
 : 3% | 1% | nt
(46) Cn1c(=O)c(=O)n(C)c2cc(S(=O)(=O)N3CCN(c4ccc(F)cc4)CC3)ccc21
 : 2%&-19% | 2%&-1% | 0%&3%
(47) CC(=O)/C(=N\Nc1ccc(C)cc1)N1CCOCC1
 : -19% | -7% | 7%
(48) CC(C)(C)N(Cc1ccccc1)C(=O)CN1C(=O)c2ccccc2C1=O
 : 0% | 0% | nt
(49) CS(=O)(=O)c1ccc(Cl)c(NC(=O)CSc2nc3ccccc3c(=O)n2Cc2ccco2)c1
 : ? | 0% | -1%[0.505 µM]
(50) Cc1cc(-c2n[nH]c(=S)n2/N=C/c2c[nH]c3ccccc23)n[nH]1
 : ? | -13% | 6%
(51) CCNC(=S)N(CCc1c(C)[nH]c2ccccc12)Cc1cc(OC)c(OC)c(OC)c1
 : 10µM* | -3% | 9%
(52) CSCCC(NC(=O)c1ccc(Cl)cc1Cl)C(=O)N(C)Cc1nc2ccccc2c(=O)[nH]1 (centres undefined)
 : -22% | -8% | 0%
(53) Cc1onc(-c2ccccc2)c1C(N)=O
 : -6% | -5% | 6%
(54) Oc1cccc2ccc(/C=C/c3cccs3)nc12
 : 14µM* | -6%[0.501 µM] | 8%
(55) CCN(CC)C(=O)CSc1nc2cc3c(cc2c(=O)n1Cc1ccco1)OCO3
 : ? | 1% | 3%
(56) CCOc1ccccc1NC(=O)c1cc(-c2ccccn2)nc2ccccc12
 : 10µM* | -2% | 4%
(57) COc1ccc(NC(=O)CN2CCN(CC(=O)Nc3cc(OC)cc(OC)c3)CC2)cc1
 : -1% | -18% | -3%
(58) COc1ccc(NC(=O)C(=O)Nc2cccc3cccnc23)c(OC)c1
 : -26% | -1% | nt
(59) COc1ccc(Cl)cc1S(=O)(=O)NCCCn1ccnc1
 : -4% | 1% | nt
(60) Cc1cc(Cl)ccc1NC(=O)COC(=O)c1cc([N+](=O)[O-])ccc1N1CCOCC1
 : ? | 0% | 0%

(further entries)
The line under a structure holds: DT40 TDP1 no CPT | KAT2A inh | TDP1 block
(61) CCOC(=O)c1cc2c(=O)n3ccccc3nc2n(CC2CCCO2)c1=NC(=O)c1ccccc1OCC (centres undefined)
 : 15µM* | -5% | 6%
(62) O=C(O)c1sccc1SCc1ccc(Cl)c(Cl)c1
 : -14% | -5% | 0%
(63) CC(=O)c1ccc(NC(=S)NCCc2ccc(S(N)(=O)=O)cc2)cc1
 : ? | -25% | 3%
(64) Cc1ccc2c(C)nc(N/C(N)=N/S(=O)(=O)c3ccccc3)nc2c1
 : -21% | -3% | -5%
(65) CCN(C(=O)CSc1nc2ccc(Cl)cc2[nH]1)C1CCS(=O)(=O)C1 (centres undefined)
 : 6% | -5% | -1%
(66) COc1ccccc1/C=C/C=N/n1c(-c2ccc(F)cc2)n[nH]c1=S
 : -26% | 1% | 5%
(67) CCOC(=O)N1CCN(C(=O)CN(c2cc(Cl)ccc2OC)S(=O)(=O)c2ccccc2)CC1
 : ? | -3% | 2%
(68) NS(=O)(=O)c1ccc(Nc2nc(-c3ccc(O)cc3O)cs2)cc1
 : -8% | -2% | 9%
(69) COCc1nnc(NC(=O)c2cccc(NC(=O)c3ccccc3)c2)s1
 : 21µM* | -1% | 2%
(70) CN1CCN(c2ccc(S(=O)(=O)N3CCOCC3)cc2)CC1
 : 7% | ? | 1%
(71) COc1cccc(C(=O)Nc2cc3cc(OC)ccc3oc2=O)c1
 : 1% | 2% | -3%[12.3 µM]
(72) O=C(CCC(=O)c1cccs1)NCc1ccc(F)cc1
 : 1% | -4% | -8%
(73) CC(Sc1ccc2c(c1)OCCO2)C(=O)Nc1ccc(N2CCOCC2)cc1 (centres undefined)
 : -6% | -12% | 8%
(74) O=C1CC(c2ccco2)=Nc2ccccc2N1
 : -5% | -4% | 5%
(75) COc1ccc(CN2CCN(C(=O)c3ccco3)CC2)cc1OCc1ccccc1
 : 15µM* | 3% | 2%
(76) O=C(O)CC[C@@H](C(=O)O)N1C(=O)c2ccccc2C1=O
 : 6% | -12%&-13% | -13%[56.1 µM]
(77) C=CCSc1nc(=O)n2ccccc2n1
 : -9% | 0% | 0%
(78) O=C(CCc1ccccc1)NCc1ccc2c(c1)CCN2C(=O)c1ccccc1
 : 21µM* | -14% | -4%
(79) Cc1cccc(NC(=O)c2c(Br)sc3c2CCCC3)c1
 : 23µM* | -5% | -6%[12.3 µM]
(80) CC1(C(=O)OCC(=O)NC(=O)c2ccccc2)CC1(Cl)Cl (centres undefined)
 : -3% | -6% | -5%
(81) COc1cccc(CN2CC(C(=O)N3CCCCCC3)CCC2=O)c1 (centres undefined)
 : 10% | -29% | 1%
(82) CCOc1ccc(C(=O)N(C)C2CCS(=O)(=O)C2)cc1 (centres undefined)
 : 3% | 1% | -6%
(83) CC(=O)c1ccc(NC(=O)CSc2ccc3nc(-c4ccccc4)cn3n2)cc1
 : 26µM* | -18% | 0%
(84) COC(=O)c1ccc(NC(=O)CSc2nnc(CNc3ccc(OC)cc3)n2C)cc1
 : -4% | 1% | 5%
(85) Nc1nnc(SCC(=O)Nc2cccc(Cl)c2)s1
 : 7% | 4% | -6%
(86) Cc1ccc(NC(=O)CSc2nccn2-c2ccccc2)cc1
 : ? | -11% | 12%
(87) COc1ccccc1N1CCN(C(=O)COc2cc(C)cc(C)c2)CC1
 : ? | -1% | -3%
(88) CC1C(=O)N2CCCc3cc(NS(=O)(=O)c4ccc([N+](=O)[O-])cc4)cc1c32 (centres undefined)
 : -19% | -5% | 2%
